High-throughput results: PubChem BioAssay, NCI
NCI-60 one-dose screen, 48 h, at 10 µM unless noted. Numbers give growth in % (100 = growth as untreated, 0 = no growth, -100 = all killed).
NCI-H226 = NCI-H226 lung cancer | 3.5% of 79,000 active
NCI-H23 = NCI-H23 lung cancer; 4% of 80,000 active; AID 1794731
OVCAR-8 = OVCAR-8 ovarian cancer; 4.4% of 81,000 active; AID 1794782
NCI/ADR-RES = NCI/ADR-RES ovarian cells. 4.4% of 81,000 active. AID 1794790
NCI-H322M = NCI-H322M lung cancer; 2.7% of 80,000 active
NCI-H460 = NCI-H460 lung cancer; 6.8% of 82,000 active; AID 1794736
OVCAR-3 = OVCAR-3 ovarian cancer | 7% of 79,000 active | AID 1794787
OVCAR-5 = OVCAR-5 ovarian cancer; 2.9% of 82,000 active; AID 1794783
NCI-H522 = NCI-H522 lung cancer | 8% of 78,000 active
Starred values were filed as active, the others as inactive; . = no result given. Rule for the calls: active = growth percent below 10; inactive = the rest. The order is random; 11% or so of the library scored in one or more.

Under each structure – OVCAR-3	NCI-H522	NCI/ADR-RES	OVCAR-5	NCI-H226	OVCAR-8	NCI-H23	NCI-H322M	NCI-H460
> O=C(Nc1ccc(C(F)(F)F)cc1)Nc1ccc2oc(=O)ccc2c1
→ 27	-10*	12	39	27	16	3.6*	41	16
> O=Cc1cn(S(=O)(=O)c2ccc(Cl)cc2)c2ccccc12
→ .	100	92	104	84	94	89	93	101
> COc1cc(C2CC(=O)Nc3c2c(C)nn3-c2nc3ccccc3[nH]2)c(OC)c2c1OCO2 (centres undefined)
→ 69	71	63	105	85	68	87	87	67
> CC(=O)OC1CC2C3CCC4C[C@@H](NC(=O)C=C(C)C)CC[C@]4(C)C3CC[C@]2(C)[C@H]1C(C)N(C)C (some centres undefined)
→ -5.0*	61	42	59	31	45	41	-2.3*	-40*
> O=C(O)CNS(=O)(=O)c1ccc(OCCOc2ccc(S(=O)(=O)NCC(=O)O)cc2)cc1
→ 103	89	103	104	100	102	96	97	109
> O=C(Cc1ccccc1)Nc1cccc(-c2nc3ccccc3c(=O)[nH]2)c1
→ 96	83	95	72	89	93	102	100	104
> Clc1ccccc1N=Cc1ccc2c(c1)OCO2
→ 116	80	106	105	105	103	108	110	116
> Cn1c(=O)c2c(nc(N3CCOCC3)n2C)n(C)c1=O
→ .	128	134	140	114	102	127	110	106
> O=C1N=C(c2c(-c3[nH]c(=O)c4ccc(Br)cc4c3O)c(O)c3ccccc3c2O)C(=O)c2cc(Br)ccc21
→ -81*	-31*	-29*	10	-30*	-24*	-43*	-3.3*	-81*
> Cc1ccc2c(c1)C(=O)CC(c1ccccc1)S2 (centres undefined)
→ 109	78	89	94	90	98	89	95	95
> Cc1ccc(C(=O)OCC(=O)Nc2ncc(Cl)c(C)c2Cl)s1
→ 107	92	93	94	.	99	101	105	108
> C[C@@]1(C(N)=O)CC2C=CC1C2 (some centres undefined)
→ 134	68	113	110	110	118	110	148	115
> COC(=O)C(c1ccccc1)C(CC(=O)c1ccccc1)c1ccccc1 (centres undefined)
→ 81	62	83	93	75	102	78	76	109
> O=C(Cc1ccccc1)NNc1nc(N2CCOCC2)nc(N2CCN(C(c3ccccc3)c3ccccc3)CC2)n1
→ 97	.	102	105	76	93	104	95	93
> COc1cc(/C=N/NC(=S)NNC(=S)Nc2ccccc2)cc(OC)c1OC
→ 105	93	104	104	103	103	104	93	100
> COc1ccc(-c2nc(-c3cccnc3)[nH]c2-c2ccc(OC)cc2)cc1
→ 86	69	78	95	87	80	96	.	91
> COc1cc(Nc2ncccc2/C=C/C(=O)c2cc(OC)c(OC)c(OC)c2)cc(OC)c1OC
→ 92	88	79	102	83	71	82	102	80
> COc1ccc2[nH]cc(-c3nc(-c4c[nH]c5ccncc45)cs3)c2c1
→ -13*	-19*	60	45	93	39	77	68	-21*
> O=C(NNc1ccc([N+](=O)[O-])cn1)Nc1ccc(Br)cc1
→ 104	87	97	94	103	97	97	107	94
> CSc1nccnn1
→ 103	100	103	99	96	111	100	102	110
> COc1ccc(/C=C/c2ccc(Cl)cc2)cc1
→ 99	101	104	94	91	101	96	88	96
> COc1ccc(Cl)cc1C(=O)Nc1nc2ccc(Cl)cc2s1
→ 103	99	102	124	89	89	90	86	94
> Cc1noc(NS(=O)(=O)c2ccc(N=Nc3cc(N=Nc4ccc(S(=O)(=O)Nc5onc(C)c5C)cc4)c4c(NC(=O)C(Cl)Cl)cccc4c3OC(=O)C(Cl)Cl)cc2)c1C
→ 86	65	95	115	87	67	94	96	86
> COc1cc(CNC(=O)Cc2ccccc2)ccc1OCc1cn(-c2ccc(Br)cc2)nn1
→ 92	77	88	104	82	87	87	104	101
> CS(=O)(=O)CC1=NC(=N)N=C1CS(C)(=O)=O
→ 119	106	107	109	98	103	104	103	106
> O=C(Nc1ccc(NC(=O)c2cc(=O)[nH]c3ccccc23)cc1)Nc1cccc(C(F)(F)F)c1
→ 64	72	103	84	88	65	62	63	15
> N#Cc1nc(-c2ccccc2)oc1S(=O)(=O)N1CCN(S(=O)(=O)c2ccccc2)CC1
→ 100	28	88	115	99	77	.	103	87
> COc1cc(/C=C/C(=O)c2cccc(Nc3nc(Nc4ccccc4)nc(Nc4ccccc4)n3)c2)cc(OC)c1OC
→ 45	88	41	79	69	27	41	87	60
> O=C(Nc1cc([N+](=O)[O-])c2[nH]c(=O)c3ccccc3c2c1)C(F)(F)F
→ 106	77	77	104	93	77	82	.	38
> COc1cccc(-c2nc3sccn3c2-c2ccnc(NCCNS(=O)(=O)c3c(Cl)cccc3Cl)c2)c1
→ 71	60	37	91	57	39	60	87	61

(cont.)
Under each structure – OVCAR-3	NCI-H522	NCI/ADR-RES	OVCAR-5	NCI-H226	OVCAR-8	NCI-H23	NCI-H322M	NCI-H460
> [O-]/[N+](=C\c1c(Cl)cccc1Cl)CC1(O)CCCCC1
→ 103	107	.	96	106	92	103	104	106
> Cc1ccc2c(c1)=C(c1sc(=Nc3ccccc3)n(Cc3nc4ccccc4[nH]3)c1O)C(=O)N=2
→ 100	134	107	95	94	76	108	105	95
> CC1(C)CC[C@]23CC[C@]4(C)[C@H](CC[C@@H]5[C@@]6(C)C/C(=C/c7ccccc7)C(=O)C(C)(C)[C@@H]6CC[C@]54C)[C@H]2[C@H]1OC3=O
→ 98	91	96	105	91	97	97	99	101
> O/N=C\c1ccc(/C=N/O)cc1
→ 99	94	106	108	98	102	99	108	105
> CCOC(=O)c1ccc(-n2cnc(-c3ccc([N+](=O)[O-])cc3)c2)cc1
→ 92	96	107	.	94	101	102	97	101
> Nc1nc(Nc2ccccn2)nn1Cc1cccc(Br)c1
→ 110	78	75	101	79	93	94	101	103
> CCCCN(CCCC)CC(CN(CC)CC)OC(=O)Nc1ccccc1 (centres undefined)
→ 108	75	82	77	103	106	72	85	105
> COc1cc(/C=C(/c2ccccc2)[N+](=O)[O-])c(OC)c2c1OCO2
→ -97*	-63*	11	-37*	25	-1.6*	-35*	3.3*	-16*
> COc1ccc([C@H]2c3[nH]c4ccccc4c3C[C@@H]3C(=O)N(C4CCN(Cc5c(F)cccc5F)CC4)CC(=O)N23)c(OC)c1
→ 82	71	78	89	74	85	93	93	78
> C#CCN1C(=O)CN(/N=C/c2ccc([N+](=O)[O-])o2)C1=O
→ 107	85	102	104	69	97	98	100	103
> CC(=O)Oc1ccc(C(OC(C)=O)OC(C)=O)cc1
→ 103	85	103	108	108	114	95	99	111
> CCN(CC)S(=O)(=O)c1cc(C(=O)Nc2sc3c(c2C(N)=O)CCC3)ccc1C
→ 112	77	78	84	97	60	106	94	100
> Oc1ccc(O)c(-[n+]2ccccc2)c1
→ 109	83	108	108	93	100	99	109	105
> N#Cc1c(N2CCCCC2)nc2sc3cc(Cl)ccc3n2c1=N
→ 103	89	99	105	88	104	94	107	104
> COc1cccc(C(=O)OCC(O)C(=O)NC23CC4CC(CC(C4)C2)C3)c1 (centres undefined)
→ 111	86	95	100	93	95	102	96	101
> Cc1ccccc1NC(=O)c1sc2nc3c(cc2c1N)COCC3
→ 101	107	84	87	86	105	85	106	104
> O=C(Oc1ccc(-c2ccccc2)cc1)c1ccccc1
→ 97	.	99	108	111	100	96	138	105
> CC(C)CCC[C@@H](C)C1CCC2C3CCC4=C/C(=N/OCCN5CCOCC5)CC[C@]4(C)C3CC[C@@]21C (some centres undefined)
→ 101	81	100	116	110	106	103	100	111
> CC12CCCCC1=C(Nc1ccc(F)cc1)C(=O)O2 (centres undefined)
→ 27	72	105	93	76	54	78	100	72
> C=CCc1cc(C(C)=O)cc(OC)c1O
→ 106	102	107	101	109	101	108	.	98
> COC1OC2COC(c3ccccc3)OC2C(=O)C1NC(=O)c1ccccc1 (centres undefined)
→ 100	95	103	94	106	101	100	106	97
> O=C1/C(=C/c2ccc(-c3ccc(Cl)cc3)o2)SC(=S)N1CCc1ccc(O)cc1
→ 24	-19*	77	75	84	16	81	70	9.9*
> O=C1NC(=O)C2(N1)C(=O)c1cccc3cccc2c13 (centres undefined)
→ 96	103	99	101	77	103	100	91	104
> CNc1cc2nc3cc(NC)c(C)cc3cc2cc1C
→ 3.6*	-2.2*	41	24	26	2.2*	13	13	-86*
> O=S(=O)(c1ccc(NC(=S)N2CCOCC2)cc1)N1CCCCC1
→ 112	89	113	103	.	102	104	114	100
> CC(=O)Nc1ccccn1
→ 148	89	102	101	96	102	98	152	104
> Cn1c(SCC(=O)c2ccccc2)nc2ccccc2c1=O
→ 98	85	94	103	84	99	88	92	100
> O=[N+]([O-])c1ccccc1-c1ccccc1[N+](=O)[O-]
→ 116	83	104	103	99	104	110	101	104
> NC(N)=Nc1ccc(Oc2cccc(NC(N)=Nc3ccc(I)cc3F)c2)cc1
→ 76	67	100	66	88	90	77	80	66
> CC1CC(=O)N2CCc3cncn3C12C (centres undefined)
→ 108	92	101	94	99	100	104	103	107

Single records, from the list above:
CCOC(=O)c1ccc(-n2cnc(-c3ccc([N+](=O)[O-])cc3)c2)cc1 as listed: OVCAR-3: 92; NCI-H522: 96; NCI/ADR-RES: 107; OVCAR-5: .; NCI-H226: 94; OVCAR-8: 101; NCI-H23: 102; NCI-H322M: 97; NCI-H460: 101
O=C1/C(=C/c2ccc(-c3ccc(Cl)cc3)o2)SC(=S)N1CCc1ccc(O)cc1 as listed: OVCAR-3: 24; NCI-H522: -19*; NCI/ADR-RES: 77; OVCAR-5: 75; NCI-H226: 84; OVCAR-8: 16; NCI-H23: 81; NCI-H322M: 70; NCI-H460: 9.9*
CCCCN(CCCC)CC(CN(CC)CC)OC(=O)Nc1ccccc1 (centres undefined) as listed: OVCAR-3: 108; NCI-H522: 75; NCI/ADR-RES: 82; OVCAR-5: 77; NCI-H226: 103; OVCAR-8: 106; NCI-H23: 72; NCI-H322M: 85; NCI-H460: 105

In the list so far, two have a cyano group:
Under each structure – OVCAR-3	NCI-H522	NCI/ADR-RES	OVCAR-5	NCI-H226	OVCAR-8	NCI-H23	NCI-H322M	NCI-H460
> N#Cc1nc(-c2ccccc2)oc1S(=O)(=O)N1CCN(S(=O)(=O)c2ccccc2)CC1
→ 100	28	88	115	99	77	.	103	87
> N#Cc1c(N2CCCCC2)nc2sc3cc(Cl)ccc3n2c1=N
→ 103	89	99	105	88	104	94	107	104

Continuation.
Under each structure – OVCAR-3	NCI-H522	NCI/ADR-RES	OVCAR-5	NCI-H226	OVCAR-8	NCI-H23	NCI-H322M	NCI-H460
> COc1ccc(-c2nn(-c3ccccc3)cc2-c2nc3ccccc3o2)cc1
→ 89	93	85	117	87	92	90	113	96
> O=C(c1ccccc1)c1c(/C=C/c2ccccc2)nc2ccccc2c1/C=C/c1cccs1
→ 91	85	96	102	88	103	92	94	102
> C[N+](C)(C)CC(=O)N/N=C\c1ccccc1C(=O)O
→ 112	102	103	99	98	106	103	115	114
> CC12OC(c3ccccc3)C(C)(OC1c1ccccc1)O2 (centres undefined)
→ 114	85	100	109	93	104	95	102	100
> O=S(=O)(O)c1ccc(N/N=C/c2ccc(Cl)c(Cl)c2)cc1
→ 119	94	104	103	96	94	98	108	109
> COc1cc(-n2cc(-c3ccc(S(C)(=O)=O)cc3)n(C(C)=O)c2=O)cc(OC)c1OC
→ 106	84	90	103	93	109	90	99	124
> COc1cc2oc(-c3cccc(C(=O)Nc4ccncc4)c3)cc(=O)c2c(OC)c1OC
→ 53	78	98	97	78	69	84	93	92
> CC(C)OC(=O)[C@]12CCC(C)(C)C[C@H]1C1=CC[C@@H]3[C@@]4(C)C/C(=C/c5cnc[nH]5)C(=O)C(C)(C)[C@@H]4CC[C@@]3(C)[C@]1(C)CC2
→ 111	98	103	104	100	97	100	105	99
> O=C(CCc1nnc(Cn2ccnc2)o1)c1nc2ccccc2[nH]1
→ 118	98	100	103	115	105	102	93	116
> C=CCn1c(C)nc2ccc(Nc3nc(N4CCOCC4)nc4ccccc34)cc21
→ 103	104	103	106	97	106	102	109	99
> C=CCNc1nc(-c2ccccc2)c(C2(O)C(=O)Nc3ccc([N+](=O)[O-])cc32)s1 (centres undefined)
→ 102	95	89	94	77	49	83	88	100
> C[C@@H]1CCC[C@H]1CC(N)C(=O)O (some centres undefined)
→ 117	105	104	105	101	106	97	106	102
> CC(C)CCN(CCC(C)C)CC(O)c1cc2c(c3ccccc13)CCCC2 (centres undefined)
→ 85	57	72	72	70	82	57	81	75
> COc1ccccc1NS(=O)(=O)c1ccc2oc(SC(C)C)nc2c1
→ 86	66	44	82	54	83	61	100	77
> COC(=O)CNC(=O)[C@H](Cc1ccccc1)NC(=O)[C@@H]1CCCN1C(=O)[C@H](Cc1ccccc1)NC(=O)[C@H](C)NC(=O)OCc1ccccc1
→ 90	95	103	112	107	99	106	109	106
> O=C(O)c1ccc(-c2nn(-c3ccc(C(=O)O)cc3)cc2/C=N/NC(=O)c2ccc(F)cc2)cc1
→ 112	136	103	94	97	103	96	91	104
> Cc1ccccc1NC(=O)n1c(=O)cc(C)c2ccc(O)cc21
→ 106	101	106	99	96	102	107	103	104
> Nc1nc2c(c3cnccc13)C(c1cccc(Cl)c1)Cc1cnccc1-2 (centres undefined)
→ 10	7.9*	6.8*	40	17	29	0.5*	40	2.1*
> Cn1c(=S)c2[nH]c(SCC3CCCO3)nc2n(C)c1=O (centres undefined)
→ 128	89	110	103	111	106	106	100	117
> COc1ccc2nc(-c3c(-c4ccccc4)nc4ncccn34)[nH]c2c1
→ 108	89	108	98	106	.	105	105	106
> O=S(=O)(Cc1c[nH]c2ccccc12)c1ccccc1
→ 113	102	110	99	89	103	108	100	102
> CCn1cc(C(=O)NN=C2CCCC2)c(=O)c2ccc(C)nc21
→ 94	89	90	94	83	90	99	82	93
> Cc1nc(Nc2ccccn2)sc1C(=O)/C=C/c1ccc(Br)cc1
→ 48	62	58	95	86	78	88	80	92
> CC(C)C(=O)Nc1ccc(-c2nc(-c3cccc(O)c3)c(-c3ccnc(Br)c3)[nH]2)cc1
→ 56	48	92	84	65	50	63	66	47
> CCOC(=O)C1=C(c2ccccc2)N=C2SC=C(c3cccc([N+](=O)[O-])c3)N2C1c1ccc(Cl)cc1 (centres undefined)
→ 102	96	95	110	93	98	87	96	99
